# Compound activity as filed in PubChem BioAssay.
# NSD2 inh = inhibitors of human NSD2, primary screen, biochemical, plate reader, single point. NSD2-SET H3K36me1 DELFIA fluorescence. 44,000 compounds, 0.07% hits. Histone-lysine N-methyltransferase NSD2 (Homo sapiens), O96028. inhibition, % at 12.5 µM; in the data active means inhibition above about 54%, passing the limit was not always enough;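 further: inhibitors reduce the monomethyl H3K36 fluorescence signal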
# Target sequence (O96028 whole entry, looked up): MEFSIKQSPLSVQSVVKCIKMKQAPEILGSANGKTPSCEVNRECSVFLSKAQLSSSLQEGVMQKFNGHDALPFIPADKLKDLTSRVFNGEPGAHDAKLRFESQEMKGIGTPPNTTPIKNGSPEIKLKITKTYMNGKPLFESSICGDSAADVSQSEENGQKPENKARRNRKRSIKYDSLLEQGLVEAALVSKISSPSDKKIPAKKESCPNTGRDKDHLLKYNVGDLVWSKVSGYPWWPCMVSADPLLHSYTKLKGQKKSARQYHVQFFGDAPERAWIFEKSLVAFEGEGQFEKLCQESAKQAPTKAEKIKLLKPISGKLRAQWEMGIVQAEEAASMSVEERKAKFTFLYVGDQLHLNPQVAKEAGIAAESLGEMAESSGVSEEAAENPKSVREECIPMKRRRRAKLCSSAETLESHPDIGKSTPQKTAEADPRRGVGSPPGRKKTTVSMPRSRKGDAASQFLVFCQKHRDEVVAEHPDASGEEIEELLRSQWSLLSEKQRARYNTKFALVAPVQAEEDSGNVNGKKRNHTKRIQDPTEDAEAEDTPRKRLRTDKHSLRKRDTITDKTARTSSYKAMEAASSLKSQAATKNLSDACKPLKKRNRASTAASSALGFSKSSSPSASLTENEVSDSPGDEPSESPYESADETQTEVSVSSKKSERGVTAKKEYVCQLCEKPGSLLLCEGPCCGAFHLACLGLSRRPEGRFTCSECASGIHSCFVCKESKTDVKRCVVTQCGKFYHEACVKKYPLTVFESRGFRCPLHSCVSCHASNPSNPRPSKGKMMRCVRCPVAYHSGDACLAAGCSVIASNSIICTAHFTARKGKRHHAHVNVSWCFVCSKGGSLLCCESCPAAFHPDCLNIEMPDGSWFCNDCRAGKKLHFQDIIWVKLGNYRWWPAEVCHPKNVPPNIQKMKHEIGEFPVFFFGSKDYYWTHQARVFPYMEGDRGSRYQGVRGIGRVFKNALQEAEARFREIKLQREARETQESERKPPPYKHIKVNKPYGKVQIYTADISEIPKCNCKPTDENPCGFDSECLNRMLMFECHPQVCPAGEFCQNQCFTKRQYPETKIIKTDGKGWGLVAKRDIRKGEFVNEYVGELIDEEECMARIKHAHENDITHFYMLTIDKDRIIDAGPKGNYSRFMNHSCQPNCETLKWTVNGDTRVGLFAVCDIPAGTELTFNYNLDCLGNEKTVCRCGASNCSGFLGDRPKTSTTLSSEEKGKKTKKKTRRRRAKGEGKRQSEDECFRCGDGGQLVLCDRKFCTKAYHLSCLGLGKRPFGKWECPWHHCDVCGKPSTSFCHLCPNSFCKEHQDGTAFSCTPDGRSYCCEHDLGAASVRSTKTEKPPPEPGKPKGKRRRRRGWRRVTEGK
# Starred values were filed as active, the others as inactive. These rows are one share of the data. The share of hits here may be higher or lower than overall.
SMILES,NSD2 inh
C[C@H]1CN([C@@H](C)CO)C(=O)c2cc(/C=C/c3ccccc3)cnc2O[C@@H]1CN(C)S(=O)(=O)c1ccc(F)cc1,9
C[C@@H]1CN([C@H](C)CO)C(=O)c2cc(NC(=O)CCC(F)(F)F)ccc2O[C@@H](C)CCCCO[C@H]1CN(C)C(=O)Nc1ccc2c(c1)OCO2,2
C[C@@H]1CN([C@@H](C)CO)C(=O)CCCn2nncc2CO[C@@H]1CN(C)S(=O)(=O)c1ccccc1C#N,4
COCC(=O)N(C)C[C@@H]1Oc2ncc(C#CC3(O)CCCC3)cc2C(=O)N([C@H](C)CO)C[C@@H]1C,1
C[C@@H]1CN([C@@H](C)CO)C(=O)c2cc(NS(=O)(=O)c3cccs3)ccc2O[C@@H](C)CCCCO[C@@H]1CN(C)CC1CCCCC1,-1
C[C@@H]1CN([C@@H](C)CO)S(=O)(=O)c2ccc(C3=CCCC3)cc2O[C@@H]1CN(C)C,-5
CC(C)CC#Cc1ccc2c(c1)O[C@H](CN(C)S(C)(=O)=O)[C@@H](C)CN([C@H](C)CO)S2(=O)=O,1
C[C@@H]1CN([C@H](C)CO)C(=O)Cc2cc(NC(=O)C3CCCCC3)ccc2O[C@H]1CN(C)S(=O)(=O)c1cccs1,5
C[C@@H]1CN([C@H](C)CO)C(=O)c2cc(/C=C/c3ccccc3)cnc2O[C@H]1CN(C)C(=O)CN1CCOCC1,-1
C[C@H](CO)N1C[C@H](C)[C@@H](CN(C)S(=O)(=O)c2cccs2)Oc2c(NC(=O)Nc3ccccc3)cccc2C1=O,3
C[C@H](CO)N1C[C@H](C)[C@H](CN(C)C(=O)Nc2ccc(C(F)(F)F)cc2)Oc2ccc(NC(=O)Nc3ccc(F)cc3)cc2C1=O,-15
CC(C)NC(=O)Nc1ccc2c(c1)C(=O)N([C@@H](C)CO)C[C@H](C)[C@@H](CN(C)Cc1ccncc1)OCCCC[C@H](C)O2,-1
C[C@H]1CN([C@@H](C)CO)S(=O)(=O)c2ccc(C#CC3CC3)cc2O[C@@H]1CN(C)C(=O)CC1CC1,0
C[C@@H]1CN([C@@H](C)CO)C(=O)c2cc(NC(=O)Nc3ccc4c(c3)OCO4)ccc2O[C@@H](C)CCCCO[C@@H]1CN(C)Cc1ccc(C(=O)O)cc1,19
C[C@H]1CCCCO[C@H](CN(C)Cc2ccncc2)[C@@H](C)CN([C@@H](C)CO)C(=O)c2cc(NC(=O)Nc3ccc4c(c3)OCO4)ccc2O1,3
C[C@@H]1CN([C@@H](C)CO)C(=O)c2cccc(NC(=O)C3CCOCC3)c2O[C@H]1CN(C)CC1CC1,3
COc1ccc(NC(=O)C(C)Oc2ccc3c(C)c(CCC(C)C)c(=O)oc3c2)cc1 (centres undefined),5
Cc1ccc(S(=O)(=O)N(C)C[C@@H]2Oc3ccc(NC(=O)Cc4cn(C)c5ccccc45)cc3CC(=O)N([C@H](C)CO)C[C@@H]2C)cc1,-7
O=C(Nc1ccc2c(c1)[C@H]1C[C@@H](CC(=O)N3CCc4ccccc4C3)O[C@H](CO)[C@H]1O2)c1ccc2c(c1)OCO2,1
C[C@H](CO)N1C[C@H](C)[C@@H](CN(C)C(=O)c2ccccc2)Oc2cc(C#CC3CC3)ccc2S1(=O)=O,-2
C=C(CCCCCCCC(=O)O)C(=O)O,0
Cc1ccc(S(=O)(=O)N(C)C[C@@H]2Oc3ccc(NC(=O)NC4CCCCC4)cc3C(=O)N([C@@H](C)CO)C[C@@H]2C)cc1,-5
C[C@@H]1CN([C@@H](C)CO)S(=O)(=O)c2ccc(C#Cc3ccccc3F)cc2O[C@@H]1CN(C)C(=O)Cc1cccnc1,-2
CC(C)CC#Cc1ccc2c(c1)O[C@@H](CN(C)C(=O)Cc1cccnc1)[C@H](C)CN([C@H](C)CO)S2(=O)=O,1
C[C@H]1CN([C@@H](C)CO)C(=O)Cc2cc(N(C)C)ccc2O[C@H]1CN(C)S(=O)(=O)c1ccc(F)cc1,0
Cc1noc(C)c1NC(=O)N(C)C[C@H]1Oc2ccc(NC(=O)c3ccncc3)cc2CC(=O)N([C@H](C)CO)C[C@H]1C,1
CCC[C@@H]1C[C@@H](C(=O)N[C@@H]([C@H]2O[C@H](SC)[C@H](O)[C@@H](O)[C@@H]2O)[C@@H](C)O)N(C)C1,1
C[C@H]1CN([C@@H](C)CO)C(=O)CCCn2nncc2CO[C@@H]1CN(C)C(=O)Nc1ccc(F)cc1,1
O=C1C[C@H](c2ccccc2)Oc2c(Cc3ccccc3O)c(O)cc(O)c21,-4
C[C@@H]1CN([C@@H](C)CO)C(=O)c2cc(-c3cccc(C#N)c3)cnc2O[C@@H]1CN(C)Cc1ccc(F)cc1,2
O=C(O)CCCCCCC(=O)N/N=C/c1ccc(CO)o1,1
C[C@@H]1CN([C@@H](C)CO)C(=O)Cc2cc(NC(=O)Cc3cn(C)c4ccccc34)ccc2O[C@H]1CN(C)S(=O)(=O)c1cccs1,-17
C[C@@H]1CN([C@@H](C)CO)C(=O)c2cc(NC(=O)Nc3ccc4c(c3)OCO4)ccc2O[C@H]1CN(C)CC1CCCCC1,-2
C[C@H]1CN([C@@H](C)CO)C(=O)Cc2cc(NC(=O)Nc3ccc(C(F)(F)F)cc3)ccc2O[C@@H]1CN(C)Cc1ccc(Oc2ccccc2)cc1,-5
CNC[C@H]1OCCCC[C@@H](C)Oc2ccc(NC(=O)Nc3ccccc3)cc2C(=O)N([C@@H](C)CO)C[C@H]1C,0
C[C@@H]1CN([C@@H](C)CO)C(=O)c2cc(-c3ccccc3F)cnc2O[C@@H]1CN(C)Cc1cccc(F)c1,12
CCCC#Cc1cnc2c(c1)C(=O)N([C@@H](C)CO)C[C@H](C)[C@H](CN(C)C(=O)Cc1cccnc1)O2,-1
C[C@H](CO)N1C[C@H](C)[C@@H](CN(C)S(=O)(=O)c2cccs2)Oc2ccc(NC(=O)NC3CCCCC3)cc2C1=O,10
C[C@@H]1CN([C@@H](C)CO)C(=O)c2cccc(N(C)C)c2O[C@H]1CN(C)C(=O)Nc1ccc2c(c1)OCO2,3
C[C@@H]1CCCCO[C@@H](CN(C)C(=O)C2CCCCC2)[C@H](C)CN([C@@H](C)CO)C(=O)c2cc(NC(=O)Nc3ccc(F)cc3)ccc2O1,-7
CC(C)NC(=O)Nc1ccc2c(c1)C(=O)N([C@@H](C)CO)C[C@@H](C)[C@@H](CN(C)C(=O)CCCN(C)C)OCCCC[C@@H](C)O2,-2
CCOc1cc(C2c3c(oc4ccc(F)cc4c3=O)C(=O)N2CCc2ccc(OC)cc2)ccc1O (centres undefined),23
COc1ccccc1C#Cc1ccc2c(c1)O[C@@H](CN(C)C)[C@@H](C)CN([C@@H](C)CO)S2(=O)=O,4
C[C@@H]1CN([C@H](C)CO)S(=O)(=O)c2ccc(C#CC3(O)CCCC3)cc2O[C@H]1CN(C)C,0
CCC(=O)N(C)C[C@@H]1Oc2ncc(-c3cccc(OC)c3)cc2C(=O)N([C@@H](C)CO)C[C@@H]1C,20
COc1ccc(CN(C)C[C@H]2Oc3ccc(N(C)C)cc3CC(=O)N([C@@H](C)CO)C[C@@H]2C)cc1,-3
C[C@@H]1CCCCO[C@H](CN(C)Cc2ccc(C(F)(F)F)cc2)[C@@H](C)CN([C@@H](C)CO)C(=O)c2cc(NS(C)(=O)=O)ccc2O1,-11
CC(C)C#Cc1ccc2c(c1)O[C@@H](CN(C)CC1CC1)[C@@H](C)CN([C@H](C)CO)S2(=O)=O,37

# Copied from the list.
# NSD2 inh result of CCCC#Cc1cnc2c(c1)C(=O)N([C@@H](C)CO)C[C@H](C)[C@H](CN(C)C(=O)Cc1cccnc1)O2 is entered as -1
# NSD2 inh result of C[C@H](CO)N1C[C@H](C)[C@@H](CN(C)S(=O)(=O)c2cccs2)Oc2ccc(NC(=O)NC3CCCCC3)cc2C1=O is entered as 10

# Later entries:
SMILES,NSD2 inh
C[C@H](CO)N1C[C@H](C)[C@H](CN(C)Cc2ccncc2)Oc2ccc(NS(=O)(=O)c3ccc(F)cc3)cc2C1=O,2
O=C(NO)c1ccc(C(=O)N/N=C/c2cccc3ccccc23)cc1,-3
C[C@@H]1CN([C@@H](C)CO)C(=O)c2cc(-c3ccc(C#N)cc3)cnc2O[C@@H]1CN(C)C(=O)CC1CC1,11
O=C(C[C@@H]1C=C[C@@H](NC(=O)c2cccc(F)c2)[C@@H](CO)O1)Nc1nccs1,2
C[C@@H]1CCCCO[C@H](CN(C)CC2CCCCC2)[C@@H](C)CN([C@H](C)CO)C(=O)c2cc(NS(=O)(=O)c3cccs3)ccc2O1,3
CC1(C)Oc2ccc(C#N)cc2[C@@H](OC2=CC(=O)CC2)[C@@H]1O,-1
C[C@@H]1CN([C@H](C)CO)C(=O)c2cc(C#CC(C)(C)O)cnc2O[C@H]1CN(C)Cc1cncnc1,0
CC(C)CC#Cc1cnc2c(c1)C(=O)N([C@@H](C)CO)C[C@@H](C)[C@@H](CN(C)Cc1ccccc1F)O2,1
CC(C)(C)c1nc2scc(-c3ccc(Cl)cc3)n2n1,1
C[C@H](O)C#Cc1cnc2c(c1)C(=O)N([C@H](C)CO)C[C@H](C)[C@@H](CN(C)CC1CCCCC1)O2,-10
CC(C)NC(=O)Nc1ccc2c(c1)C(=O)N([C@H](C)CO)C[C@@H](C)[C@@H](CN(C)C(=O)Nc1ccc(F)cc1)O2,0
C[C@@H]1CCCCO[C@@H](CN(C)Cc2ccncc2)[C@@H](C)CN([C@H](C)CO)C(=O)c2cc(N(C)C)ccc2O1,2

# Filtered by structure, the compounds so far containing a cyano group
SMILES,NSD2 inh
C[C@@H]1CN([C@@H](C)CO)C(=O)CCCn2nncc2CO[C@@H]1CN(C)S(=O)(=O)c1ccccc1C#N,4
C[C@@H]1CN([C@@H](C)CO)C(=O)c2cc(-c3cccc(C#N)c3)cnc2O[C@@H]1CN(C)Cc1ccc(F)cc1,2
C[C@@H]1CN([C@@H](C)CO)C(=O)c2cc(-c3ccc(C#N)cc3)cnc2O[C@@H]1CN(C)C(=O)CC1CC1,11
CC1(C)Oc2ccc(C#N)cc2[C@@H](OC2=CC(=O)CC2)[C@@H]1O,-1

# (list continues)
SMILES,NSD2 inh
CN1CCN(C(=O)C2=C[C@@H](c3coc4ccccc4c3=O)C[C@@H](OCCCCO)O2)CC1,7
C[C@@H]1CN([C@@H](C)CO)C(=O)c2cc(NC(=O)Nc3ccc4c(c3)OCO4)ccc2O[C@@H](C)CCCCO[C@H]1CN(C)CC1CCCCC1,-5
COc1ccc(S(=O)(=O)N(C)C[C@H]2OCCCC[C@H](C)Oc3ccc(NS(=O)(=O)c4ccccc4)cc3C(=O)N([C@H](C)CO)C[C@@H]2C)cc1,-6
C[C@@H]1CN([C@@H](C)CO)C(=O)c2cc(-c3ccccc3F)cnc2O[C@@H]1CN(C)Cc1ccccc1,2
C/C=C/c1ccc2c(c1)O[C@H](CN(C)C(=O)Nc1ccc(OC)cc1)[C@@H](C)CN([C@@H](C)CO)S2(=O)=O,2
[N-]=[N+]=NCc1ccccc1C[C@]1(C(=O)NCc2ccccc2)COC(c2ccc(OCCCO)cc2)=N1,6
COC(=O)C[C@H]1C(C)(C)C(=O)[C@@H]2CC3=C4CC(=O)O[C@@H](c5ccoc5)[C@]4(C)CCC3[C@@]1(C)C2=O (some centres undefined),7
C[C@@H]1CN([C@H](C)CO)C(=O)CCCn2cc(nn2)CO[C@@H]1CN(C)S(=O)(=O)c1ccc(C#N)cc1,2
COc1cc(C)c2c(c1C=O)Oc1c(c(C)c(O)c3c1C(O)OC3=O)OC2=O (centres undefined),0
C[C@@H]1CN([C@@H](C)CO)C(=O)c2cc(NC(=O)Nc3ccc(C(F)(F)F)cc3)ccc2O[C@@H]1CN(C)C(=O)Nc1ccccc1,-10
Cc1cccc(S(=O)(=O)N(C)C[C@@H]2OCc3cnnn3CCCC(=O)N([C@@H](C)CO)C[C@H]2C)c1,2
CC(=O)[C@H]1[C@H](C#N)C[C@H]2[C@@H]3CC=C4C[C@@H](O)CC[C@]4(C)[C@H]3CC[C@@]21C,0

# Random excerpt: 2 records from the list
SMILES,NSD2 inh
C[C@@H]1CN([C@H](C)CO)C(=O)CCCn2cc(nn2)CO[C@@H]1CN(C)S(=O)(=O)c1ccc(C#N)cc1,2
C[C@@H]1CN([C@@H](C)CO)C(=O)c2cc(NC(=O)Nc3ccc(C(F)(F)F)cc3)ccc2O[C@@H]1CN(C)C(=O)Nc1ccccc1,-10

# New compounds follow:
SMILES,NSD2 inh
C[C@@H]1CN([C@H](C)CO)C(=O)c2cc(N(C)C)ccc2O[C@@H]1CN(C)S(=O)(=O)c1ccc(F)cc1,2
C[C@H](O)C#Cc1ccc2c(c1)O[C@H](CN(C)Cc1ccccc1)[C@H](C)CN([C@H](C)CO)S2(=O)=O,3
C[C@@H]1CN([C@H](C)CO)C(=O)Cc2cc(NS(=O)(=O)c3cn(C)cn3)ccc2O[C@@H]1CN(C)Cc1ccc(C(=O)Nc2ccccc2N)cc1,8
C[C@H](CO)N1C[C@H](C)[C@H](CN(C)C(=O)c2ccccc2)OCCCC[C@H](C)Oc2ccc(NC(=O)Nc3cccc4ccccc34)cc2C1=O,3
C/C=C/c1cnc2c(c1)C(=O)N([C@@H](C)CO)C[C@@H](C)[C@@H](CN(C)S(=O)(=O)c1ccc(OC)cc1)O2,6
C[C@@H]1CN([C@H](C)CO)C(=O)c2cc(NS(=O)(=O)c3ccc(Cl)cc3)ccc2O[C@@H](C)CCCCO[C@@H]1CN(C)Cc1ccc(C(F)(F)F)cc1,-12
Cc1noc(C)c1S(=O)(=O)Nc1ccc2c(c1)C(=O)N([C@H](C)CO)C[C@H](C)[C@@H](CN(C)S(=O)(=O)c1ccccc1)O2,1
